# Screening data: PubChem BioAssay, several laboratories
# Exocytosis inh: blocks lytic granule exocytosis | inhibition, % at 10 µM | TALL-104 LAMP-1 surface exposure, flow cytometry; cells stimulated with thapsigargin and PMA | hit rate 0.66% among 360,000 | AID 651702;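 active = inhibition above about 55%, limit read from the data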
# TLR9-MyD88 inh: inhibitors of human TLR9-MyD88 binding | Q9NR96+Q99836 | CHO BLA complementation TLR9-MyD88, CCF4 FRET ratio | hit rate 0.21% among 340,000 | inhibition, % at 4.98 µM;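 active = inhibition above the mean over all tested compounds plus 3 SD, cut at about 21% in these data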;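 also: 0% = DMSO only wells and 100% = clavulanate BLA inhibitor control wells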
# NCOA1 inh: human NCOA1 inhibition; Q15788; HEK293 GAL4-SRC1 luciferase reporter, luminescence; inhibition, % at 3.6 µM; hit rate 0.12% among 360,000;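 active = inhibition above the campaign mean plus 3 SD, with each screening campaign given its own cutoff, cut at about 60% in these data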;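 also: 0% = DMSO treated cells and 100% = gossypol at 36 µM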
# Target sequence (Q15788 whole entry, looked up, the tested form may be a part): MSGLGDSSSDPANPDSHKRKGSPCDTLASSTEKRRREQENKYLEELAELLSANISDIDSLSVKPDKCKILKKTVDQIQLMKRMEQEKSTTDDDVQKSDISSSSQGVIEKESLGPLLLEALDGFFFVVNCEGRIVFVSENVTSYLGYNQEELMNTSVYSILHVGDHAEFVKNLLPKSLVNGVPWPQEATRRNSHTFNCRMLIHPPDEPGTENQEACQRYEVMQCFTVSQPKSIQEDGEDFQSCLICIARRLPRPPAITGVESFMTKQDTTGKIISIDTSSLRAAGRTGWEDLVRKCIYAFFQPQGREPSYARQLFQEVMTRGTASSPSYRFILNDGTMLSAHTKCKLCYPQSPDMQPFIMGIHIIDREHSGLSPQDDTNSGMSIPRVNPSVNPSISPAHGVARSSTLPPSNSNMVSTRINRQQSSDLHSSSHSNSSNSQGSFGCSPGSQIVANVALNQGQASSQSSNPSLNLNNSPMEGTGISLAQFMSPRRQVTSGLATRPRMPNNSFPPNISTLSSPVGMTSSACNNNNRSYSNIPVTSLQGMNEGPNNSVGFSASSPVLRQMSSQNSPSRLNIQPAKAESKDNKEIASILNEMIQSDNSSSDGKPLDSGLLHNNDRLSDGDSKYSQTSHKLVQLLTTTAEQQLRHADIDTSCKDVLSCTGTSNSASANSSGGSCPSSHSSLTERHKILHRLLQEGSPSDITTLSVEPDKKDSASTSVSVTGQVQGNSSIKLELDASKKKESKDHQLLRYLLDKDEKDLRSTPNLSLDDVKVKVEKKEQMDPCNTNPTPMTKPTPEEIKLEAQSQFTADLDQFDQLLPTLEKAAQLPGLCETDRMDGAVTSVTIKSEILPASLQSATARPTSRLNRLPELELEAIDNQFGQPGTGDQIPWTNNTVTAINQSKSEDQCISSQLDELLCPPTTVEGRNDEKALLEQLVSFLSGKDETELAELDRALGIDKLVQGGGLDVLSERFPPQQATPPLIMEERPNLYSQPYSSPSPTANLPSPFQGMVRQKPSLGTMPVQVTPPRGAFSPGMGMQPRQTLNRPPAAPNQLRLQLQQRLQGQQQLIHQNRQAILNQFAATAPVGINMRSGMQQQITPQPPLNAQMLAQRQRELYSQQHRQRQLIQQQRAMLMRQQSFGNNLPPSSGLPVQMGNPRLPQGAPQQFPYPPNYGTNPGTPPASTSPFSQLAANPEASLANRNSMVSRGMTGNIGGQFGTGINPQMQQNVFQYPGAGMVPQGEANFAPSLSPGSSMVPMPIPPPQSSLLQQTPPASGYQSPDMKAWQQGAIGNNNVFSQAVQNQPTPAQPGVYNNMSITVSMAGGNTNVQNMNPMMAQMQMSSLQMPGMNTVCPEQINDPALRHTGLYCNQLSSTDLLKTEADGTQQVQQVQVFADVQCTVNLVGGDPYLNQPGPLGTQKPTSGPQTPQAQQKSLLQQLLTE
# COUP-TFII inh: NR2F2 (human) inhibition, primary screen; inhibition, % at 8.6 µM; P24468; HEK293T NGFI-A luciferase reporter, luminescence; hit rate 0.7% among 370,000;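 active = inhibition above a per-plate cutoff, mean inhibition of test wells between control levels plus 3 SD, cut at about 38% in these data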;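 also: cells cotransfected with COUP-TFII expression vector driving the NGFI-A reporter; 0% = median of COUP-TF2 test wells and 100% = reporter-only cells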
# NR5A2 inv ag: NR5A2 inverse agonism in reporter assay; O00482; inhibition, % at 3.6 µM; AID 602396; hit rate 0.13% among 360,000; HEK293T StAR-luciferase reporter, LRH-1 transfected, 24 h;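 active = inhibition above the mean inhibition of all tested compounds plus 3 SD, cut at about 73% in these data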;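 also: 0% = DMSO wells and 100% = reporter-only cells lacking LRH-1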
# TWEAK-Fn14 inh: blocks TWEAK-Fn14 interaction in a reporter cell assay; TWEAK-stimulated Fn14 reporter cells, luciferase luminescence, 8 h; AID 1159606; inhibition, % at 10 µM; hit rate 2% among 360,000; in the data active = inhibition above about 50%
# NOD2 RIPK2 PPI: blocks binding of human NOD2 to RIPK2; inhibition, % at 4.98 µM; hit rate 0.38% among 360,000; CHO BLA complementation NOD2-RIPK2, CCF4 ratio; in the data active = inhibition above about 21%;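 also: 0% = vehicle only and 100% = reference blocker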
# TROY signal inh: inhibitors of TROY-dependent NF-kB signaling; Q293 LMP1-TROYcd NF-kB luciferase reporter, 4 h; inhibition, % at 10 µM; hit rate 0.98% among 360,000; AID 1347056;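 active = compounds whose plate-normalised and pattern-corrected inhibition of the luciferase reporter signal at the single screening dose is 50% or more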
# NCOA2 inhibitor: human SRC2 (NCOA2) inhibition | inhibition, % at 9 µM | AID 651957 | hit rate 0.17% among 370,000 | HEK293 GAL4-SRC2 luciferase reporter, luminescence;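 active = inhibition above the mean inhibition of all tested compounds plus 3 SD, set per campaign, cut at about 52% in these data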;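 also: 0% = DMSO treated cells and 100% = cells given Gossypol at 36 µM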
# ABHD5-PLIN5 inh: inhibitors of human ABHD5-perilipin-5 interaction. Split G. princeps luciferase complementation, luminescence, 4 h. inhibition, % at 4 µM. Q00G26+Q8WTS1. hit rate 0.78% among 360,000;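 active = inhibition above the mean inhibition across every tested compound plus 3 SD, cut at about 22% in these data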;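 also: 0% = DMSO only wells and the 100% control is not disclosed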
# SRC3 inh: human NCOA3 inhibition | inhibition, % at 3.6 µM | Q9Y6Q9 | hit rate 0.17% among 360,000 | HEK293 GAL4-SRC3 luciferase reporter, luminescence;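 active = inhibition above a per-campaign cutoff, the mean of all compounds plus 3 SD, cut at about 60% in these data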;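 also: 0% = DMSO-treated cells and 100% = gossypol-treated cells at 36 µM; higher means less SRC3-driven luciferase light from the GAL4 reporter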
# Numbers without * were called inactive; . = no result given. Not all compounds are listed; rates above refer to the full screens.
# The first 7 compounds as a preview:
SMILES,Exocytosis inh,TLR9-MyD88 inh,NCOA1 inh,COUP-TFII inh,NR5A2 inv ag,TWEAK-Fn14 inh,NOD2 RIPK2 PPI,TROY signal inh,NCOA2 inhibitor,ABHD5-PLIN5 inh,SRC3 inh
COc1cccc(C2=NOC(C(=O)Nc3ccc(C(C)=O)cc3)C2)c1 (stereo not given),-0.1,13.4,-29.6,-27.2,-11.0,-23.1,-4.6,-17.4,-29.0,2.1,-32.9
CSc1ccc(/C=N/N2CCN(Cc3ccc(C)cc3C)CC2)cc1,-0.3,-5.7,6.0,5.0,-26.7,8.6,-20.1,15.9,-11.6,0.3,5.8
CC(C)(C)S(=O)(=O)c1cnc(-c2cnccn2)nc1N,-0.4,.,-28.4,5.0,1.7,-0.3,-4.2,-17.4,-34.9,1.9,-8.1
CC(NC(=O)COc1ccccc1)C(c1ccccc1)N1CCN(C)CC1 (stereo not given),6.9,-5.8,-6.2,-5.3,-12.4,8.2,-18.7,1.2,-6.6,-3.7,-1.0
CC1CCc2sc(C(=O)NCC(C)(C)N3CCOCC3)cc2C1 (stereo not given),15.1,5.5,-8.9,-2.6,-17.4,-9.6,-7.5,1.2,-7.9,-10.0,12.8
O=C(CSc1nnc2ccccn12)Nc1ccccc1C(=O)O,-2.8,1.6,-24.7,12.0,-8.8,-0.1,3.6,2.1,-0.4,-5.1,-1.3
Cc1ccc(CNc2nc3ccccc3n2C)o1,-0.3,-4.9,-48.2,-21.7,-24.2,-43.2,-14.8,-7.1,-46.3,7.0,-74.4

# The list itself, previewed entries included:
SMILES,Exocytosis inh,TLR9-MyD88 inh,NCOA1 inh,COUP-TFII inh,NR5A2 inv ag,TWEAK-Fn14 inh,NOD2 RIPK2 PPI,TROY signal inh,NCOA2 inhibitor,ABHD5-PLIN5 inh,SRC3 inh
COc1cccc(C2=NOC(C(=O)Nc3ccc(C(C)=O)cc3)C2)c1 (stereo not given),-0.1,13.4,-29.6,-27.2,-11.0,-23.1,-4.6,-17.4,-29.0,2.1,-32.9
CSc1ccc(/C=N/N2CCN(Cc3ccc(C)cc3C)CC2)cc1,-0.3,-5.7,6.0,5.0,-26.7,8.6,-20.1,15.9,-11.6,0.3,5.8
CC(C)(C)S(=O)(=O)c1cnc(-c2cnccn2)nc1N,-0.4,.,-28.4,5.0,1.7,-0.3,-4.2,-17.4,-34.9,1.9,-8.1
CC(NC(=O)COc1ccccc1)C(c1ccccc1)N1CCN(C)CC1 (stereo not given),6.9,-5.8,-6.2,-5.3,-12.4,8.2,-18.7,1.2,-6.6,-3.7,-1.0
CC1CCc2sc(C(=O)NCC(C)(C)N3CCOCC3)cc2C1 (stereo not given),15.1,5.5,-8.9,-2.6,-17.4,-9.6,-7.5,1.2,-7.9,-10.0,12.8
O=C(CSc1nnc2ccccn12)Nc1ccccc1C(=O)O,-2.8,1.6,-24.7,12.0,-8.8,-0.1,3.6,2.1,-0.4,-5.1,-1.3
Cc1ccc(CNc2nc3ccccc3n2C)o1,-0.3,-4.9,-48.2,-21.7,-24.2,-43.2,-14.8,-7.1,-46.3,7.0,-74.4
CN(c1cccc(NC(=O)c2cccc([N+](=O)[O-])c2)c1)S(C)(=O)=O,6.6,8.6,-21.1,-12.4,-13.4,-6.0,-2.3,-4.9,-9.1,-0.4,-0.9
Cc1c(NS(=O)(=O)c2ccc3c(c2)Cc2ccccc2-3)c(=O)n(-c2ccccc2)n1C,-0.3,0.8,-13.4,6.5,-11.1,8.1,-1.9,7.4,-17.1,1.5,3.6
Cc1cccc(NC(=O)C2CCN(C(=O)c3ccccc3C)CC2)n1,-8.0,8.7,4.1,-10.2,-10.6,-4.2,3.1,-14.8,-1.7,2.5,2.4
CC(=O)N(C(C)=O)c1c(N2CCCC2)c2ccccc2oc1=O,1.3,-8.6,-3.5,16.1,1.4,-2.3,-7.8,-13.2,-33.0,7.5,10.7
O=C(NCc1ccccc1)C1=C[C@@H](c2ccccc2)C[C@@H](OCc2ccc(CO)cc2)O1,-15.2,-0.6,-1.5,-0.9,-49.5,0.0,-4.0,-38.9,-8.6,-2.8,-14.8
COc1ccc(OCC(=O)N2c3ccccc3CC2C)c([N+](=O)[O-])c1 (stereo not given),-3.0,-3.2,-4.8,-36.7,-3.1,13.2,-8.0,-8.3,13.1,-7.4,-21.6
COc1cc(NC(=S)NCCc2c[nH]c3ccccc23)c(OC)cc1Cl,-0.3,-1.4,-3.7,14.3,-3.4,7.3,2.9,11.1,-5.1,4.7,2.0
CC(C)(C)OC(=O)C[C@H]1C/C=C\C[C@@H](CC(=O)NCCO)C(=O)NCCOC1=O,13.3,-9.7,-10.7,9.8,1.2,9.4,3.8,1.3,3.2,-6.6,-2.5
COc1cc(/C=N/NC(=O)Cc2nnc(N)s2)cc(OC)c1OC,-8.0,8.0,-8.7,2.8,-2.9,-2.0,-3.0,-8.5,-21.4,3.5,26.5
COc1ccc(-c2cc(C(=O)NNC3=NCCC3)c3c(C)nn(-c4ccccc4)c3n2)cc1,1.9,-2.6,5.0,14.2,14.8,-30.5,4.1,-0.5,4.8,1.7,22.4
S=C(NCCc1ccccn1)Nc1ccccc1Cl,41.3,-4.1,0.0,-2.6,1.4,-15.9,-4.6,-32.1,16.9,9.3,-5.8
COc1ccc(NC(=O)Nc2c(C)n(C)n(-c3ccccc3)c2=O)cc1,-2.4,7.2,-16.1,-5.7,-10.6,-34.3,-3.5,-3.9,-12.0,-2.3,-23.0
N/C(=N\N=C\c1cccc(O)c1)c1nonc1N,-3.1,0.8,-85.1,-67.9,-147.7,40.0,2.0,-1.5,-43.5,0.7,-75.1
COc1ccc2[nH]cc(CCNC(=O)Nc3ccccc3)c2c1,1.9,8.0,2.7,-9.5,10.1,-21.3,-2.6,-5.4,21.2,-3.1,0.0
CCOC(=O)N1CCN(Cc2c(NC(=O)c3ccco3)sc(C)c2C)CC1,-4.5,-0.8,-7.8,-18.3,8.1,-12.0,-9.4,-34.1,0.6,5.7,3.4
CCN(CC)CC(=O)Nc1nn(-c2ccccc2)nc1C(N)=O,-1.2,-8.5,3.5,2.2,2.2,10.8,12.4,0.3,-18.1,1.6,5.0
Cc1ccc(Cn2nc(-c3ccccc3)nc2-c2ccccc2)cc1,-0.7,-3.0,-33.8,-38.7,-40.2,-22.6,-1.6,-57.3,-77.0,-1.1,-40.8
COC(=O)C[C@@H]1C[C@@H]2c3cc(NS(=O)(=O)c4ccc(F)cc4)ccc3O[C@@H]2[C@@H](CO)O1,3.9,0.5,9.5,-2.0,15.4,-20.6,-4.5,-12.9,-18.0,7.6,11.1
CN(NC(=O)c1ccccc1Cl)c1ncc(C(F)(F)F)cc1Cl,2.6,2.7,-0.3,-3.7,3.5,2.6,4.1,8.0,9.4,4.4,8.0
CC1CCCN(CCCNC(=O)C2CCC(CNS(=O)(=O)c3cccc4nsnc34)CC2)C1 (stereo not given),-1.6,-5.0,7.1,.,-34.1,31.0,-17.5,10.8,.,-0.1,6.5
Cc1nn(C)c(C)c1CN(C)S(=O)(=O)c1ccc(F)cc1,2.5,0.7,-3.9,22.0,17.0,5.5,-8.7,19.8,-0.9,-6.9,16.9
CCCOc1ccc(C(=O)NC(=S)Nc2nc(C)c(C(=O)N(C)C)s2)cc1,0.0,-2.8,-11.3,7.4,-2.8,6.7,-7.1,7.1,-13.5,-4.5,1.6
COCCSc1nc2c(c(=O)[nH]c(=O)n2C)n1CCC(C)C,-0.2,-2.7,-5.0,20.9,10.6,-22.4,-8.1,12.3,-1.8,-4.0,-24.0
Cc1ccc(NC(=O)c2onc(C)c2Cl)cc1,-4.5,-7.5,-100.2,-38.5,-102.7,-8.7,3.2,-51.4,-54.2,-7.7,-70.5
Cc1ccsc1C(=O)Nc1cc(Cl)ccc1-n1cncn1,3.7,1.0,-3.6,-6.7,2.4,7.7,1.4,-22.0,-1.7,5.1,1.1
COc1ccc(C(C(=O)NC2CCCCC2)N(Cc2cccs2)C(=O)Cc2c[nH]c3ccccc23)cc1OC (stereo not given),15.9,9.1,12.0,3.0,2.5,38.6,-14.8,29.1,15.9,4.9,13.9
COc1ccc(S(=O)(=O)N2CCCCC2)cc1NC(=O)Cn1c(=O)cnc2ccccc21,-1.6,0.4,-32.4,-3.5,-27.2,17.8,8.6,-7.3,0.0,9.7,5.1
Cc1ccc(N2C(=O)N(CC(=O)NC(N)=O)C(=O)C2C)cc1 (stereo not given),-1.1,8.8,14.7,19.9,8.3,-4.0,-3.1,-10.3,-2.9,7.6,8.9
Cc1ccc(/C=N/NC(=O)CSc2nc3nc(C)cc(C)n3n2)cc1,-3.1,5.6,-8.5,10.9,-13.6,-10.8,-11.1,-10.3,-11.4,-4.4,-1.0
COC(=O)c1sc(NC(=S)NC(=O)c2cc(OC)c(OC)c(OC)c2)nc1C,-2.0,0.8,-5.1,13.2,-8.3,11.6,-8.1,9.5,10.5,-12.4,-0.2
CN(C)CCCNC(=O)C[C@H]1C[C@H](C(=O)N2CCCCC2)[C@@]2(CCc3ccccc3)c3[nH]c4cc(-c5ccco5)ccc4c3CCN2C1=O,12.0,-5.3,1.4,-10.6,-3.0,-21.2,1.6,8.9,-5.7,22.1*,-9.8
CCOc1ccc(N2C(=O)CC(N3CCN(C(=O)CN4CCCC4)CC3)C2=O)cc1 (stereo not given),-1.7,5.1,-6.0,-15.2,3.4,-8.9,-6.8,-23.7,10.8,10.9,8.1
Cc1oc(-c2ccccc2Cl)nc1CN(Cc1ccccn1)C[C@@H]1CCC(=O)N1,-2.2,2.3,-9.9,14.9,-3.1,-2.0,-3.5,3.2,-15.3,-12.0,14.6
Cn1cccc1C1C(C#N)=C(N)OC2=C1C(=O)CC(C)(C)C2 (stereo not given),-2.4,1.0,2.1,0.6,-6.5,18.7,-0.4,-9.3,-4.0,2.1,-18.5
Cc1ccc2nc(-c3ccc(F)cc3)c(Cc3cccc(Cl)c3)n2c1,-3.3,.,-57.1,-51.7,-119.3,-12.0,-10.7,1.7,-53.6,-7.4,-48.2
CCN(CC(=O)Nc1ccc2c(c1)OCCO2)CC(=O)Nc1ccc(C)c(S(=O)(=O)N(C)C)c1,-2.2,-6.5,-9.3,-18.0,0.0,-3.0,-7.4,1.7,1.9,2.1,-6.4
CC(NC(=O)NNC(N)=S)(C(F)(F)F)C(F)(F)F,-1.1,2.0,1.7,-3.0,3.2,-3.9,5.4,20.4,-10.5,6.5,5.1
CCC(CO)Oc1cc(NC(=O)c2cccc3ccccc23)c2ncn(C(C)C)c2c1 (stereo not given),-0.5,-5.3,13.1,-4.0,16.6,-6.2,-0.2,-19.7,-8.4,12.7,12.1
CCC(C)c1ccc(NC(=O)c2cccnc2)cc1 (stereo not given),0.8,-0.2,-66.6,-30.5,-125.6,-35.5,-0.6,-55.2,-93.4,-3.7,-41.8
